NPY-Y1 PAM-ag: NPY-Y1 receptor potentiators or agonists, primary screen, cell-based. 220,000 compounds, 0.37% hits. NPY-Y1 expressing cells, potentiator/agonist activation. AID 1304, 2008. Neuropeptide Y receptor type 1 (Homo sapiens), P25929. activation, % at 3.6 µM; in the data active = activation above about 33%, passing the limit was not always enough;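 also: cells stimulated with NPY at EC10 then isoproterenol at EC100; 0% = low agonist plus stimulus and 100% = saturating agonist plus stimulus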
Target sequence (P25929 whole entry, looked up): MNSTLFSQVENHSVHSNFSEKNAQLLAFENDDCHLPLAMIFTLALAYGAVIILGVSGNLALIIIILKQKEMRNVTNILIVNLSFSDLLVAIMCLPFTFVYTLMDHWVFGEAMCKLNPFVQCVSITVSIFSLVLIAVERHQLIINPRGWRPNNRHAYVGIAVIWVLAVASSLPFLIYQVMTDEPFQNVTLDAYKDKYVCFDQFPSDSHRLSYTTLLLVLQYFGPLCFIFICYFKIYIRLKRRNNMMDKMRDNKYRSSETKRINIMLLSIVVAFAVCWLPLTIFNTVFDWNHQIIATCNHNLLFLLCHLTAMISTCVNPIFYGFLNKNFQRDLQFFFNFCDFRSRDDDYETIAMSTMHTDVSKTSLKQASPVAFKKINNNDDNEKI
14-3-3 Bad inh: inhibitors of 14-3-3 zeta/Bad binding, primary screen, biochemical, TR-FRET, bovine 14-3-3 zeta | TR-FRET 14-3-3zeta/Dy647-pBad peptide displacement, 1 h | inhibition, % at 21.7 µM | 220,000 compounds, 0.71% hits | AID 781, 2007;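 active = inhibition above about 70%, limit read from the data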;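 also: 0% = full 14-3-3 plus peptide FRET controls and 100% = background without 14-3-3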
Target sequence (P63103 whole entry, looked up): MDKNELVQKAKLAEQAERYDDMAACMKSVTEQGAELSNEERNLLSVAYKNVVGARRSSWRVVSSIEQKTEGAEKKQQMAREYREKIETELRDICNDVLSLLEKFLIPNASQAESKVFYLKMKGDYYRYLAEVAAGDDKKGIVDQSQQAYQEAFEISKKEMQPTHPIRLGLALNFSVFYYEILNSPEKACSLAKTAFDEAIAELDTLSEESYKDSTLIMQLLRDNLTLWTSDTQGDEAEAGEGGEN
CHOP inh: inhibitors of CHOP promoter induction, primary screen, cell-based, unfolded protein response, luciferase reporter. CHO-K1 CHOP-promoter luciferase, tunicamycin-induced, 15-18 h. inhibition, % at 10 µM. 220,000 compounds, 3.8% hits. AID 2732, 2010;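 active = compounds that reduced the stress-induced luciferase reporter signal by more than about 70% of percent inhibition, limit read from the data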;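 also: 0% = tunicamycin plus vehicle and 100% = wells without tunicamycin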
PPC-1+TRAIL kill: compounds killing PPC-1 cancer cells with TRAIL present, primary screen, TRAIL potentiator project, ATPLite luminescence, uHTS; cell killing (% activity), % at 4 µM; 220,000 compounds, 0.41% hits; PPC-1 cells + TRAIL, ATPLite viability luminescence; AID 1443, 2008;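 active = cell killing above 50% in the first pass at 4 µM, then a duplicate retest at 5 µM averaging 50% or more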;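 also: plate controls were cells with TRAIL plus DMSO for no effect and medium-only wells lacking cells for full effect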
zfTRPN1 agonist: zebrafish TRPN1 channel agonists, primary screen, cell-based, HEK293, calcium fluorescence. transient receptor potential cation channel N1 (TRPN1/NompC), Danio rerio. HEK293 zebrafish TRPN1-YFP, Fluo-8 calcium fluorescence; 100% = response to 87 µM carbachol. activation, % at 3 µM. 220,000 compounds, 0.18% hits. AID 1424, 2008;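 active = activation above its plate's cutoff, the mean activation of test wells on that plate plus 3 SD, cut at about 19% in these data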;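 also: 0% = DMSO alone and 100% = 87 µM carbachol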
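Assay system: Zebrafish TRPN1-YFP in HEK293 cells | Incubation: Dye loading 1 h at 37 °C, then 30 min room temperature | Measured by: Kinetic Fluo-8 fluorescence, ex 470-495, em 515-575 nm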
TRPML3 agonist: human TRPML3 channel agonists, primary screen, cell-based, HEK293 TRPML3-YFP, Fluo-8 calcium fluorescence, 3 µM; activation, % at 3 µM; 220,000 compounds, 0.29% hits; 100% = the carbachol control signal;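 active = activation above its plate's cutoff, the mean activation of the plate's test wells plus 3 SD, cut at about 12% in these data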;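 also: 0% = DMSO only wells and 100% = carbachol wells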
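Test system: HEK293 cells stably carrying human TRPML3-YFP; Doses: single dose, 3 µM final nominal compound, 0.3% DMSO final; Schedule: dye loading 1 h 37 °C then 30 min ambient, 125 s read; Technique: Fluo-8 calcium fluorescence; Benchmarks: high control carbachol 87 µM, low control DMSO.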
EP2 mod: EP2 receptor modulators, cAMP readout, primary screen, cell-based, HTRF cAMP, PGE2 stimulation; EP2-expressing cells, cAMP HTRF FRET, PGE2 co-stimulation; 260,000 compounds, 0.83% hits; Prostaglandin E2 receptor EP2 subtype (Homo sapiens), P43116; AID 940, 2007; induction, % at 25 µM;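 active = compounds whose cAMP rise, as percent of the full-agonist control response, exceeds 60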;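 also: rat C6 glioma line stably carrying human EP2 under a CMV promoter; the protocol text gives 20 µM as final concentration; 100% = response of wells given 1 µM PGE2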
Target sequence (P43116 whole entry, looked up): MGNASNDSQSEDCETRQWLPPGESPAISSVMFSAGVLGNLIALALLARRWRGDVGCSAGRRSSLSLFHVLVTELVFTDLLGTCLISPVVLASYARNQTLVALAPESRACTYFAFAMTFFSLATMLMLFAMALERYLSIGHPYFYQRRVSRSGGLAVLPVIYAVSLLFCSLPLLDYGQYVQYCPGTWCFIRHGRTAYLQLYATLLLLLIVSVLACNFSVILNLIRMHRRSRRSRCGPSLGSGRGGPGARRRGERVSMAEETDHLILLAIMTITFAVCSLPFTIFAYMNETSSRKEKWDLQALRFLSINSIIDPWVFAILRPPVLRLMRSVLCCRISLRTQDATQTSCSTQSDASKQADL
NPY-Y1 antag: NPY-Y1 receptor antagonists, primary screen, cell-based | Neuropeptide Y receptor type 1 (Homo sapiens), P25929 | HEK293-CNG Y1 cells, membrane potential fluorescence; NPY at EC95, then isoproterenol | inhibition, % at 3.6 µM | 200,000 compounds, 1% hits | AID 1040, 2008;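 active = inhibition above the campaign mean inhibition of all tested compounds plus 3 SD, cut at about 20% in these data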;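 also: 0% = DMSO wells given NPY plus isoproterenol and 100% = isoproterenol alone without NPY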
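Material: HEK293 cells co-expressing NPY Y1 receptor and cyclic-nucleotide gated channel. Timing: compound incubation 1 h at room temperature, readout 45 min post-stimulation. Signal: fluorescence, membrane potential probe.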
EP2 antag: human EP2 receptor antagonists, primary screen, TR-FRET cAMP, C6 glioma cells | Prostaglandin E2 receptor EP2 subtype (Homo sapiens), P43116 | C6 glioma cells expressing human EP2; cells stimulated with saturating PGE2 | inhibition, % at 25 µM | 260,000 compounds, 0.52% hits | AID 1422, 2008;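 active = percent inhibition above 40 after rounding to a whole number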;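 also: rat C6 glioma host cells with rolipram phosphodiesterase inhibitor present; the protocol text gives 20 µM as final concentration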
Active calls of the source: *; · = no result given; & = joins results of further samples; [ ] = another dose, or the depositor's remark. The list is partial. The share of hits here may be higher or lower than overall.

Each structure is followed by: NPY-Y1 PAM-ag	14-3-3 Bad inh	CHOP inh	PPC-1+TRAIL kill	zfTRPN1 agonist	TRPML3 agonist	EP2 mod	NPY-Y1 antag	EP2 antag
O=C(c1cc(COc2ccc3ncccc3c2)on1)N1CCC(O)CC1
→ 18	-9	22	11	6.3	4.4	-31	-3	5
Cn1nc2c3ccccc3n(Cc3ccc(F)cc3)c2nc1=S
→ -24	27	11	7	-1.3	0.5	3	·	10
CCOP(=O)(OCC)c1nc(-c2ccccc2Cl)oc1N1CCOCC1
→ 13	22	24	-2	0.2	0.8	6	3	8
COc1ccc(C(C)=O)cc1CN1C(=O)NC2(CCCCCCC2)C1=O
→ 5	-15	16	0	0.2	1.1	-35	3	7
CCc1nnc(NC(=O)CSc2ccc(-c3nc4ccc(C)cc4[nH]3)cn2)s1
→ -17	1[fluorescence artefact?]	100*	24	-1.0	-1.1	-10	5	8
CCN(C(=O)CN1CCOCC1)C1(C)C(=O)c2ccccc2C1=O
→ 0	16[fluorescence artefact?]	-10	22	1.3	1.1	23	-1	8
O=C(O)c1cccc(S(=O)(=O)NCCC(c2ccccc2)c2ccccc2)c1
→ -1	-19	2	-12	0.9	0.3	20	-2	6
O=C(C/C=N\O)Nc1ccc(Oc2ccccc2)cc1
→ -11	-3	8	6	2.1	0.1	7	-7	5
Cc1ccc(NC(=O)NC(=O)CSc2nnc(-c3ccc(OC(F)F)cc3)n2N)c(C)c1
→ 7	-4	51	16	1.0	0.8	-8	-2	11
NC(=O)COc1ccc(-c2noc(COc3ccccc3[N+](=O)[O-])n2)cc1
→ 13	-5	-33	1	3.1	-0.1	-2	-1	7
Cc1ccc(NC(=O)[C@@H](NC(=O)c2cccc(S(=O)(=O)N3CCOCC3)c2)C(C)C)cc1C
→ -9	-5	53	25	-0.8	0.5	17	-4	7
COc1ccc2[nH]c(=O)c(-c3noc(-c4ccc(F)cc4)n3)cc2c1
→ -16	5[fluorescence artefact?]	2	-15	2.2	0.2	37	-1	7
Cc1ccc(S(=O)(=O)N2C(=O)CCC2C(=O)NCc2ccco2)cc1 (configuration not stated)
→ -8	2[fluorescence artefact?]	21	-11	-0.5	0.4	17	-2	6
COc1ccc(Nc2cc(=O)n(C3CCCCC3)c(=O)[nH]2)c(OC)c1
→ 1	-1	23	25	0.8	0.8	-18	0	0
CSc1c(SCc2ccccc2)cnn(-c2ccccc2)c1=O
→ -28	-23[fluorescence artefact?]	35	-2	-1.3	0.1	8	1	12
O=C(CCCc1c[nH]c2ccccc12)N1CCOCC1
→ -5	-7	-13	12	0.3	0.6	1	1	11
Cc1ccc(C2OCC3(CO)COC(c4ccc(C)cc4)N23)cc1 (configuration not stated)
→ 6	-2	30	18	0.3	0.4	-10	-1	9
COC(=O)CC1=NN(c2nc3ccccc3s2)C(=O)/C1=C/N(C)C
→ 13	-6	-18	18	-0.2	0.6	-23	3	4
CCOC(=O)Cc1cc(=O)n2[nH]cc(-c3cccc(Br)c3)c2n1
→ 7	-24	3	-9	-3.3	-0.9	22	4	4
O=C(Nc1nc2ccc([N+](=O)[O-])cc2s1)c1c(F)cccc1F
→ 4	-2	6	-1	0.1	0.8	-44	-9	11
CSc1nc(C)cc(Oc2ccc(OCC(N)=O)nn2)n1
→ -5	-8	-21	11	-1.4	0.4	11	0	6
CC(=O)c1c(C)[nH]c(C(=O)CSc2nc3ccccc3c(=O)n2CCCN2CCOCC2)c1C
→ -2	-4	-17	49	0.4	0.9	-15	3	8
COc1c(C)cc(C(=O)C2CCCN(C(=O)c3ccoc3)C2)cc1C (configuration not stated)
→ -11	0	8	-5	-1.1	1.1	-33	9	5
Cc1ccc(NC(=O)CSc2nnc(CN3CCOCC3)n2-c2ccccc2)cc1
→ -13	0	-8	11	0.0	-0.6	19	0	-1
CCc1ccc(OCC(=O)NC(C)C)cc1
→ 15	-2	4	3	0.7	0.7	9	0	9
Cc1ccc2c(n1)sc1c(N)ncnc12
→ 20	-1	10	9	-0.5	0.4	21	1	11
O=C(C1CCCN(S(=O)(=O)c2cccc3cccnc23)C1)N1CCc2ccccc21 (configuration not stated)
→ 0	0	57	-4	0.6	-0.8	-16	2	8
Cc1cc(C)n(CC(C)NCc2cn[nH]c2-c2cccc3ccccc23)n1 (configuration not stated)
→ -8	-23	5	2	0.8	0.8	-33	3	5
Cc1ccc(C2CC2C(=O)NNC(=S)Nc2cccc(Cl)c2)cc1 (configuration not stated)
→ -23	7	18	9	-1.2	0.0	-49	-1	5
COc1ccc(C2CC(c3ccc(Cl)cc3Cl)Nc3nc(N)nn32)cc1OC (configuration not stated)
→ 6	-21	8	17	4.1	0.4	0	-2	8
Cc1ccc(C(C(=O)NC2CCCC2)N(Cc2ccco2)C(=O)CCC(=O)Nc2cc(C)on2)cc1 (configuration not stated)
→ -15	-8	48	-18	-2.0	-1.2	13	16	14
O=c1cnc2ccccc2n1CC1CCCCC1
→ -9	9	27	-7	-0.2	-0.2	5	0	6
Cc1cc(=O)n2[nH]c(-c3sccc3-n3c(C)ccc3C)cc2n1
→ 14	-12	20	25	0.7	-0.6	-2	3	5
CCOC(=O)c1sc(C)c2c1NC(C)(c1ccccc1)NC2=O (configuration not stated)
→ 11	3	47	-12	-1.4	-1.8	38	-2	18
CC(=O)c1c(C)[nH]c(C(=O)OCC(=O)Nc2ccc([N+](=O)[O-])cc2Cl)c1C
→ 2	6	38	16	0.7	0.1	-21	-1	9
CCCCCCCCCOC(=O)C(CC(=O)O)N1CCOCC1 (configuration not stated)
→ -18	5	9	21	2.0	0.9	22	-6	5
CC(O)(CS(=O)(=O)Cc1ccccc1Cl)C(=O)Nc1cccc(C(F)(F)F)c1 (configuration not stated)
→ -6	-13	9	19	-0.4	-0.1	-18	1	9
C=CCn1c(CSCc2ccc(C)cc2)nnc1SCC(=O)NCc1ccccc1
→ 11	4	21	7	1.2	0.2	-6	1	12
Cc1ccc(C2CC(c3cccs3)=NN2C(=O)c2ccc(Br)o2)cc1 (configuration not stated)
→ -14	-14	22	24	-1.5	0.0	57	4	10
O=C(Nc1nnc(C2CC2)s1)c1cc2c(s1)CCCCCC2
→ 17	2	36	7	1.1	-0.2	-5	-2	8

Records listed above marked active in CHOP inh:
smiles | NPY-Y1 PAM-ag | 14-3-3 Bad inh | CHOP inh | TRPML3 agonist | EP2 mod | NPY-Y1 antag
CCc1nnc(NC(=O)CSc2ccc(-c3nc4ccc(C)cc4[nH]3)cn2)s1 | -17 | 1[fluorescence artefact?] | 100* | -1.1 | -10 | 5

(further entries)
Each structure is followed by: NPY-Y1 PAM-ag	14-3-3 Bad inh	CHOP inh	PPC-1+TRAIL kill	zfTRPN1 agonist	TRPML3 agonist	EP2 mod	NPY-Y1 antag	EP2 antag
COc1ccc(NC(=O)c2ccccc2SC)c(OC)c1
→ 12	-3	10	12	0.1	0.6	-12	-4	12
CCOC(=O)C1C(=O)C=C(c2ccc(C)cc2)CC1c1ccco1 (configuration not stated)
→ -16	-1	19	22	-2.3	-1.2	25	13	9
S=C(NCc1ccccc1)N1CCn2cccc2C1c1ccncc1 (configuration not stated)
→ -16	-16	24	17	0.7	1.0	-91	7	7
Cc1ccc2nc(-c3ccc(SCC(=O)N4CCc5ccccc54)nc3)[nH]c2c1
→ 11	0	22	56*	0.2	1.0	-16	3	7
CCn1c(=O)cc(OCC(=O)Nc2ccc(C)cn2)c2ccccc21
→ -6	-3	53	4	-0.5	0.4	-5	-9	7
CCC(=O)N(CCc1ccccc1)Cc1cc2cc(OC)ccc2[nH]c1=O
→ -5	10	5	15	0.4	0.3	-25	·	7
CCN1CCN(c2nc3ccccc3nc2C(C#N)S(=O)(=O)c2ccc(C)cc2)CC1 (configuration not stated)
→ 6	-6	8	4	-0.2	0.2	3	1	·
O=C(CSc1nc2ccccc2[nH]1)NC1CCCC1
→ -8	10	-2	20	0.6	0.8	-51	6	4
CCN(CC)S(=O)(=O)c1ccc(Oc2cccc(C(C)=O)c2)nc1
→ -13	3	-12	2	1.8	0.8	-4	5	11
CC(=O)Oc1cccc(N2C(=O)C3C4C=CC(C4=C(C)C)C3C2=O)c1 (configuration not stated)
→ 13	1	44	21	0.1	0.7	2	3	8

Given with bars between the fields: 2 of the compounds above
Structure | NPY-Y1 PAM-ag | 14-3-3 Bad inh | CHOP inh | PPC-1+TRAIL kill | zfTRPN1 agonist | TRPML3 agonist | EP2 mod | NPY-Y1 antag | EP2 antag
CCN(CC)S(=O)(=O)c1ccc(Oc2cccc(C(C)=O)c2)nc1 | -13 | 3 | -12 | 2 | 1.8 | 0.8 | -4 | 5 | 11
CC(=O)Oc1cccc(N2C(=O)C3C4C=CC(C4=C(C)C)C3C2=O)c1 (configuration not stated) | 13 | 1 | 44 | 21 | 0.1 | 0.7 | 2 | 3 | 8

(list continues)
Each structure is followed by: NPY-Y1 PAM-ag	14-3-3 Bad inh	CHOP inh	PPC-1+TRAIL kill	zfTRPN1 agonist	TRPML3 agonist	EP2 mod	NPY-Y1 antag	EP2 antag
COc1ccccc1C(=O)NC(CCSC)C(=O)NCC(c1ccco1)N(C)C (configuration not stated)
→ 7	-4	-29	-11	0.2	0.1	1	-1	1
CCN(C(=N)N=C(N)N)c1ccccc1
→ -1	-21	-1	-6	2.5	0.2	2	-1	8
CCn1c2ccccc2c2nnc(SCC(=O)NCCOC)nc21
→ 12	11	21	21	1.8	-0.1	25	3	17
O=S(=O)(Nc1ccccn1)c1cccc(S(=O)(=O)c2ccc(Cl)cc2)c1
→ -10	-9	-9	7	1.1	0.5	-21&-23	-3	10&2
O=C1c2ccccc2C(=O)N1CCCN1CCN(CCCN2C(=O)c3ccccc3C2=O)CC1
→ -19	·	·	·	-0.7	-0.3	·	2	·
N#C/C(=C(/O)CSc1ncn[nH]1)c1nc2ccccc2[nH]1
→ 4	-16	10	23	0.5	1.0	-26	-2	6
C=CCNC(=O)c1ccc(-c2nc(-c3ccc(Cl)cc3Cl)cs2)cc1
→ 1	5	22	1	0.6	-0.4	-13	3	1
Cc1ccc(S(=O)(=O)NCC(=O)OCN2C(=O)c3ccccc3C2=O)cc1
→ 7	-3	-38	19	0.9	0.9	67*	3	8
COc1ccc(/C=C(\NC(=O)c2cccs2)C(=O)NCc2ccco2)cc1OC
→ 6	-7	1	15	0.8	0.6	-1	·	5

High-throughput results as filed in PubChem BioAssay.
